# MITF TRPM1 HTS: activators of MITF-driven TRPM1 promoter reporter, primary screen, cell-based, SK-MEL-5, luciferase, single point. activation, % at 12.5 µM. actives 0.75% (n = 300,000). SK-MEL-5 TRPM1-promoter luciferase, 24 h; % of positive control, neutral wells = 0. AID 588334, 2011;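 active = mean activation of at least 80% with every replicate also reaching 80%; inconclusive = mean reaches 80% but some replicate falls short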;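 also: 0% = neutral control wells and 100% = parthenolide positive control wells; values of inactives mirror those of a sister screen read the other way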
# Rtt109 HAT inh: inhibitors of C. albicans Rtt109/Vps75 HAT, primary screen, biochemical, ThioGlo CoA-SH fluorescence, plate reader; Histone acetyltransferase RTT109 (Candida albicans (strain SC5314 / ATCC MYA-2876)), …; purified Rtt109/Vps75, 4 h; inhibition, % at 34.9 µM; actives 0.16% (n = 330,000); AID 540336, 2011;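 active = inhibition of at least 50% in every replicate; inconclusive = best replicate reaches 50% inhibition but some replicates fall short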
# Target sequence (Q5AAJ8 whole entry, looked up): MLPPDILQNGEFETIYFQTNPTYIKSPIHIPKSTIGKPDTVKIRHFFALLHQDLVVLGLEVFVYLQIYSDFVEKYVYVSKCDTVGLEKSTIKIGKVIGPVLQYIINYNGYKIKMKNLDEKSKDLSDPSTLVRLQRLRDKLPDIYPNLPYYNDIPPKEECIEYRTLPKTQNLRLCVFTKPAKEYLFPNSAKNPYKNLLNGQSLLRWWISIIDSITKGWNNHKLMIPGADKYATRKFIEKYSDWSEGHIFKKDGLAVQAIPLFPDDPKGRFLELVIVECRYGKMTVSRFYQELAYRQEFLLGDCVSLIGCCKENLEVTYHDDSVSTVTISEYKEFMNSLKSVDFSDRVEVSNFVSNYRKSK
# CAL PDZ FP-1: CAL PDZ peptide-binding inhibitors, primary screen, biochemical, fluorescence polarization, Cer-tagged CAL PDZ, HTS | actives 0.02% (n = 330,000) | purified CAL PDZ, TMR-peptide fluorescence polarization, 1 h | AID 504414, 2011 | inhibition, % at 20 µM | Golgi-associated PDZ and coiled-coil motif-containing protein (Homo sapiens), Q9HD26;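 active = highest replicate inhibition of at least 40%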;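 also: plate controls were DMSO neutral control wells for no effect and unlabeled competitor peptide control wells for full effect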
#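 Test system: tagged CAL PDZ domain / Buffer or medium: sodium phosphate/NaCl buffer pH 7.4 with TCEP, IgG, Thesit / Reagent: TMR-labelled reporter peptide T*-PRC34 bound in PDZ groove / Compound dosing: single point, 20 µM / Schedule: 1 h incubation at room temperature before polarization reading / Technique: fluorescence polarization (mP) / Benchmarks: unlabelled peptide, DMSO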
# SR-BI DiI-HDL act: activators of SR-BI mediated DiI-HDL uptake, primary screen, ldlA[mSR-BI] CHO cells, DiI fluorescence. 3 h; 100 = double the neutral-control signal. activation, % at 12.5 µM. actives 0.096% (n = 320,000). AID 504775, 2011;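 active = mean replicate activation of at least 60% and every replicate at or above 60%; inconclusive = mean or all-replicate condition met, but not both; inactive = mean below 60% and not all replicates reaching 60%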;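 also: 0% = median plate neutral-control signal and 100% = twice that signal; values of inactives mirror those of a sister screen read the other way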
#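 System: CHO ldlA[mSR-BI] cells / Medium: HEPES-buffered (25 mM, pH 7.4) F12 plus 0.5% BSA / Probe or stimulus: labelled HDL, 10 µg/mL / Doses: single compound concentration, delivered by pin transfer / Schedule: 3 h, 37 °C / Measured by: DiI fluorescence, bottom read / Measure: cell-associated DiI fluorescence as measure of HDL uptake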
# PfHsp90 yeast 2: growth inhibition of PfHsp90-expressing yeast, primary screen, antimalarial PfHsp90 inhibitor project, S. cerevisiae, BacTiter-Glo luminescence, single point, set 2; BacTiter-Glo ATP, 48 h; yeast lacking PDR1 and PDR3 efflux regulators; inhibition, % at 9.4 µM; actives 0.32% (n = 310,000);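 active = every replicate shows inhibition above about 80%, whatever the replicate mean, limit read from the data; inconclusive = mean inhibition reaches the set limit but some replicate falls short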;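 also: 0% = DMSO neutral controls and 100% = 20 µM radicicol positive controls; yeast relying on Plasmodium falciparum Hsp90 in place of its own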
# PvdQ inh: P. aeruginosa PvdQ acylase inhibitors, primary screen, biochemical, fluorescence, plate reader and imaging, single point | actives 0.063% (n = 340,000) | inhibition, % at 10 µM | purified PvdQ acylase; in the data active = inhibition above about 30%, passing the limit was not always enough; inconclusive = no clear call, values can overlap the other calls;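 also: 0% = vehicle neutral wells and 100% = reference inhibitor wells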
# dFosB activator: activators of delta FosB homodimer, primary screen, biochemical, fluorescence polarization, TAMRA-CDK5 oligo, single point | Protein FosB (Mus musculus), P13346 | purified delta FosB; percent of positive-control signal above neutral wells | activation, % at 25 µM | actives 0.99% (n = 340,000) | AID 493131, 2011;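 active = mean activation above about 17%, with every replicate also reaching it, limit read from the data, passing the limit was not always enough; inconclusive = only one of the two conditions met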;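 also: fluorescence polarization rise as delta FosB binds a TAMRA Cdk5 AP-1 oligo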
# SR-BI HDL uptake: inhibitors of SR-BI mediated HDL lipid uptake, primary screen, ldlA[mSR-BI] cells, fluorescence, single point | ldlA[mSR-BI] CHO cells, DiI-HDL uptake fluorescence, 3 h | inhibition, % at 12.5 µM | actives 0.96% (n = 320,000);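 active = mean replicate inhibition of at least 70% and a set share of replicates each scoring 70 or more; inconclusive = meets just one of the two criteria; inactive = fails both criteria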;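 also: 0% = median of neutral control wells and 100% = median of positive control wells; values of inactives mirror those of a sister screen read the other way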
# Target sequence (Q61009 whole entry, looked up): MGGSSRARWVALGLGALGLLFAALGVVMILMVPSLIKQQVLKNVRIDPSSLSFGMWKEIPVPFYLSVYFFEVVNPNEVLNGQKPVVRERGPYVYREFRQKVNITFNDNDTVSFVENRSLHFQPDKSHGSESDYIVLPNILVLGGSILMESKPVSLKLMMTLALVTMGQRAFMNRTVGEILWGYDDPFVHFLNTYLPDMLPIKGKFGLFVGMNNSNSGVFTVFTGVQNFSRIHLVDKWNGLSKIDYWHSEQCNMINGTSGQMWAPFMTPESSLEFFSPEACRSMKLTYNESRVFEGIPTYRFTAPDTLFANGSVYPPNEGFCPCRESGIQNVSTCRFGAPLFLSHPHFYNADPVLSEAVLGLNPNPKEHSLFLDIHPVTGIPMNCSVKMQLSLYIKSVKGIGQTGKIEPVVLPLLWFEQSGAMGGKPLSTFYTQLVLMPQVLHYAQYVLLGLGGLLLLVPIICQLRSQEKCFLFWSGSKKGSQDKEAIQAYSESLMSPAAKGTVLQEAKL
# CAL PDZ FP-2: untagged CAL PDZ binding inhibitors, primary screen, biochemical, fluorescence polarization, HTS | purified CAL PDZ, TMR-peptide fluorescence polarization, 1 h | inhibition, % at 24.9 µM | actives 0.92% (n = 300,000) | AID 602252, 2012;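 active = mean inhibition of at least 30% with at least half of replicates also reaching 30%; inconclusive = no clear call, values can overlap the other calls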;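 also: 0% = DMSO neutral control and 100% = excess unlabeled competitor peptide PRC23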
# NSD2 inh: NSD2 histone methyltransferase inhibitors, primary screen, biochemical, AlphaScreen, single concentration, set 2 | actives 0.54% (n = 310,000) | Histone-lysine N-methyltransferase NSD2 (Homo sapiens), O96028 | AID 743445, 2014 | NSD2 peptide methylation, 120 min | inhibition, % at 12.5 µM; in the data active = inhibition above about 50%
# Active calls of the source: *; u = inconclusive; x = no result given. Outcome played no part in choosing rows; 4.3% or so of the library scored in one or more.
SMILES,MITF TRPM1 HTS,Rtt109 HAT inh,CAL PDZ FP-1,SR-BI DiI-HDL act,PfHsp90 yeast 2,PvdQ inh,dFosB activator,SR-BI HDL uptake,CAL PDZ FP-2,NSD2 inh
Cc1cc(C)c2nc(NC(=O)C3CCCO3)sc2c1 (configuration not stated),81*,4,-0.2,-47,-6,-19,-14,47,-5,-4
CCOC(=O)C1CCN(c2cc3c(cc2NC(=O)c2ccc(F)cc2)n(C)c(=O)n3C)CC1,-8,-5,1.1,1,9,5,-9,-1,x,-3
O=C(C1CC1)N(CCc1ccccc1)Cc1nc2ccccc2c(=O)[nH]1,-2,-6,-1.1,10,10,-15,-7,-10,2,0
Cc1ccc(CNC(=O)CCC(=O)Nc2nnc(C)s2)cc1,7,-5,0.0,30,-5,0,4,-30,x,1
CCCCCCCOC(=O)C[N+](C)(C)CCOC1CC2CCC1(C)C2(C)C (configuration not stated),-94,u,-2.2,69*,-6,-16,0,-69,6,3
Cc1cc(NC(=O)CSc2nc3ccccc3cc2C#N)no1,60,-3,-0.7,-7,10,-10,u,7,-4,55*
COc1ccc(CCC(=O)N2CCN(c3cccc(C)c3C)CC2)cc1,x,0,-3.0,x,-8,-9,-14,x,-3,-2
COC(=O)CNc1nc(Cl)nc(Nc2ccc(C)cc2)n1,1,8,-0.2,3,-4,3,14,-3,4,2
CCOC(=O)C1C(=O)NC(c2ccccc2)=NC1c1ccc(F)cc1 (configuration not stated),-5,-8,-0.1,10,-1,-12,-6,-10,-2,0
Cc1cccc(N2CCN(c3cc(C)nc4nnnn34)CC2C)c1 (configuration not stated),-4,-1,-1.5,-24,x,-20,0,24,-2,x
O=C(c1ccco1)N1CCN(C(=O)N2CCCCC2)CC1,-10,-1,-1.1,16,-8,-12,0,-16,-1,-2
Fc1ccc(CNC(=S)NC2CCCCC2)cc1,-7,3,-2.2,17,-26,-4,-8,-17,-5,-3

# 3 structures from above, arranged by molar mass, rising:
SMILES,MITF TRPM1 HTS,Rtt109 HAT inh,CAL PDZ FP-1,SR-BI DiI-HDL act,PfHsp90 yeast 2,PvdQ inh,dFosB activator,SR-BI HDL uptake,CAL PDZ FP-2,NSD2 inh
O=C(c1ccco1)N1CCN(C(=O)N2CCCCC2)CC1,-10,-1,-1.1,16,-8,-12,0,-16,-1,-2
Cc1cccc(N2CCN(c3cc(C)nc4nnnn34)CC2C)c1 (configuration not stated),-4,-1,-1.5,-24,x,-20,0,24,-2,x
CCOC(=O)C1C(=O)NC(c2ccccc2)=NC1c1ccc(F)cc1 (configuration not stated),-5,-8,-0.1,10,-1,-12,-6,-10,-2,0

# Next structures follow:
SMILES,MITF TRPM1 HTS,Rtt109 HAT inh,CAL PDZ FP-1,SR-BI DiI-HDL act,PfHsp90 yeast 2,PvdQ inh,dFosB activator,SR-BI HDL uptake,CAL PDZ FP-2,NSD2 inh
COC(=O)c1nn(-c2cccc(C(F)(F)F)c2)c(=O)cc1Sc1ccccn1,x,-13,-2.0,-15,x,-12,0,15,-5,0
COc1cc2cc(C(c3nnnn3C3CCCC3)N3CCCCC3)c(=O)[nH]c2cc1OC (configuration not stated),5,-3,-3.1,-16,-14,-11,-7,16,x,-1
Cc1ccc(OCC(=O)Nc2ccccc2-c2ccccc2NC(=O)COc2ccc(C)cc2)cc1,-15,9,-0.1,-22,10,-7,2,22,1,-2
O=C1Cc2ccccc2C(c2ccc(Cl)cc2Cl)N1 (configuration not stated),-15,-3,-1.7,8,0,11,-10,-8,-3,0
O=C(O)c1ccc2c(c1)C(=O)N(NC(=O)c1ccc(O)cc1)C2=O,-10,-6,-3.1,-8,-11,3,0,8,1,2
O=C(Nc1ccc(Oc2ncnc3cc(Cl)ccc23)nc1)Nc1cccc(C(F)(F)F)c1,2,-4,-1.2,-11,-16,-7,40*,11,3,1
COc1ccc(/C=C/C(=O)NC(=S)Nc2ccc(S(=O)(=O)N=C(N)N)cc2)cc1OC,8,18,-0.9,286*,-5,6,63*,-286,-3,17
N=C(CC1CC(=O)NC(=O)C1)C1=C(O)CCCC1=O,-2,6,-0.1,36,-14,7,3,-36,-1,-1
CCN(C(=O)COC(=O)/C=C/c1cnc2ccccc2n1)C1CCS(=O)(=O)C1 (configuration not stated),-9,5,-0.1,-2,x,-12,-3,2,0,5
Cc1ccc(-n2c(=O)[nH]cc(C(=O)N3CCc4ccccc43)c2=O)cc1,x,9,-0.3,4,x,-12,-4,-4,-2,x
COC(=O)c1ccccc1NC(=O)N1CCN(C(=O)c2ccco2)CC1,0,-12,-0.3,14,14,-7,-6,-14,-4,0
COCCCNC(=O)C[C@H]1C[C@H](C(=O)N2CCOCC2)[C@@]2(CCC3CCCC3)c3[nH]c4cc(CCC(=O)N(C)C)ccc4c3CCN2C1=O,-17,18,-0.9,16,0,-2,-11,-16,2,x
CCN1C(=O)[C@H]2[C@@H](c3ccc(-c4ccc(OC)cc4)cc3)N3CCC[C@@]3(C(=O)OC)[C@H]2C1=O,23,2,-1.5,-5,7,-3,-6,5,0,x
CSc1nc2[nH]c(=O)n(O)c(=O)c2n1Cc1ccccc1,5,0,-0.2,1,13,-1,0,-1,-3,3
COc1cc(CN2CCCC(CO)(Cc3ccccc3)C2)ccc1O (configuration not stated),8,10,-2.7,36,9,11,2,-36,x,1
CCCN(C(=O)c1ccc(N2CCCC2=O)cc1)C1CCS(=O)(=O)C1 (configuration not stated),-11,-11,0.1,14,x,-3,1,-14,3,-1
COc1cccc(C(=O)CC(C(=O)O)c2ccc(Cl)cc2)c1 (configuration not stated),-3,0,-0.3,17,7,-4,0,-17,x,0
c1ccc(CSc2ccc(-c3ccccn3)nn2)cc1,5,-5,-0.7,-1,-5,3,-7,1,1,-1
COP(=O)(OC)c1ccc(NCc2cc(O)ccc2O)cc1,12,-8,0.3,8,-7,-24,-4,-8,-2,26
COC(=O)C(NC(C)=O)(Nc1nc2c(s1)CCCC2)C(F)(F)F (configuration not stated),-1,-8,0.0,59,12,-1,-2,-59,2,0
CSc1nc(SC(C)C(=O)O)c2c3c(sc2n1)COC(C)(C)C3 (configuration not stated),-2,-2,-1.4,13,22,-11,2,-13,-15,1
COc1ccccc1-c1c(C)[nH]n2c(=O)c(Cc3ccccc3)c(C)nc12,-10,-11,-1.6,-6,-3,-16,3,6,-1,-3
O=C(O)c1c[nH]c2ccc([N+](=O)[O-])cc2c1=O,1,0,-0.7,18,x,-10,-2,-18,-5,-2
COC(=O)c1ccc(NS(=O)(=O)c2ccc(S(=O)(=O)N3CCOCC3)cc2)cc1,2,-2,-1.2,7,15,0,-3,-7,x,-1
O=c1ccnc(SCc2ccccc2Cl)[nH]1,-4,-2,-1.4,2,x,2,2,-2,x,-1
COc1ccccc1NC(=O)CSc1nnc(NC(=O)c2ccco2)s1,2,-6,-2.0,12,-4,-12,4,-12,-6,-1
Cc1ccc(-c2ccccc2NC(=O)CCl)o1,x,4,-0.1,6,26,-3,-3,-6,-6,8
O=C(Nc1ccc(C(=O)O)cc1)Nc1ccc(F)cc1F,3,-1,-0.3,-4,15,-6,-1,4,-1,4
CCCCCn1c(CN2CCN(c3cc(Cl)ccc3C)CC2)nc2c1c(=O)[nH]c(=O)n2C,6,2,-1.1,2,14,-16,-13,-2,x,1
CC1c2nc3ccccc3n2C(CC(=O)NCc2ccccn2)C(=O)N1Cc1ccccc1 (configuration not stated),-7,0,-0.5,6,0,-4,4,-6,x,-2
COc1ccc(C(=O)COC(=O)c2ccc(OC)c(OC)c2)cc1OC,-3,1,-2.5,-32,27,2,-20,32,0,-1
O=C(Nc1ccc(C(=O)N2CCN(c3ccccc3F)CC2)cc1)C1=CSCCO1,11,1,-3.4,-6,1,-7,-1,6,-3,3
O=C(COC(=O)c1cnccn1)c1ccc(-c2ccccc2)cc1,9,6,-3.6,1,-3,-13,-2,-1,-3,-1
COc1ccc(-n2cc(-c3ccccc3)[nH]c2=S)cc1,-4,10,-0.7,-10,-2,-1,-3,10,-1,0
Cc1cc(C)nc(SCCC(=O)Nc2ccccc2C)n1,1,1,-0.1,9,2,6,6,-9,4,-4
CCCN(CCO)Cc1ccc(Br)cc1,0,9,-2.1,21,-23,-24,-5,-21,-2,2
O=C(Nc1ccc(F)cc1)Nc1nnc(-c2ccccc2)o1,5,1,-2.1,15,-9,5,-4,-15,-4,1
COC(=O)c1cc(CNC(=O)CC(C)c2ccccc2)ccc1OC (configuration not stated),3,0,0.4,11,-8,2,-4,-11,-4,-1
CCc1cc2c(C)ccc(C)c2nc1SCC(=O)Nc1c(C)[nH]c(=O)[nH]c1=O,10,-3,-0.9,12,13,-19,-3,-12,-3,-1
Cc1ccnc(NC(c2ccccc2)c2ccc3cccnc3c2O)c1 (configuration not stated),-31,1,-0.5,-14,-32,-16,11,14,-1,1
Cc1nc2c3ccccc3nc(SCC(=O)c3ccc(Cl)cc3)n2n1,5,21,-1.8,26,1,3,-13,-26,0,-3
CC(=O)N1CCN(C(=O)CSc2cc(C)c(Br)cc2C)CC1,6,15,-2.8,3,-3,1,-5,-3,-3,x
CC1(C)CC2CN(C(=O)Cc3ccccc3)C(C)(C2)C1 (configuration not stated),1,x,-1.6,9,31,-5,-3,-9,-4,-1
COc1cc(NC(=O)c2ccccc2)c(OC)cc1NC(=O)Cc1ccc(Br)cc1,0,7,1.8,-57,-5,-9,21*,57,0,-2
O=C(NCc1cccc(Cl)c1)c1cc(=O)[nH]c2ccccc12,-10,0,-1.6,1,11,2,u,-1,-6,-2

# High-throughput results deposited in PubChem by Broad Institute.
